# JMJD2A Tudor = blocks the human JMJD2A Tudor domain; O75164; AlphaScreen JMJD2A-Tudor / H3K4me3 peptide binding; Potency, µM (highest dose often 114 µM), for the others: at the highest dose activity change, negative = inhibition, hits mostly inhibitors; actives 4.4% (n = 390,000); AID 504339; also: % is scaled to controls: 0 for no effect and ±100 for the full control effect; nearly all actives have a fitted effect of over 50% in size
# 12-LOX inh = inhibitors of human 12S-lipoxygenase ALOX12; P18054; purified 12hLO, xylenol orange hydroperoxide absorbance; Potency, µM (doses to about 108 µM), inactives show top-dose activity change, negative = inhibition, most hits filed as inhibitors; actives 1.1% (n = 580,000); AID 1671190; also: % is scaled to controls: 0 for no effect and ±100 for the full control effect
# Target sequence (P18054 whole entry, looked up): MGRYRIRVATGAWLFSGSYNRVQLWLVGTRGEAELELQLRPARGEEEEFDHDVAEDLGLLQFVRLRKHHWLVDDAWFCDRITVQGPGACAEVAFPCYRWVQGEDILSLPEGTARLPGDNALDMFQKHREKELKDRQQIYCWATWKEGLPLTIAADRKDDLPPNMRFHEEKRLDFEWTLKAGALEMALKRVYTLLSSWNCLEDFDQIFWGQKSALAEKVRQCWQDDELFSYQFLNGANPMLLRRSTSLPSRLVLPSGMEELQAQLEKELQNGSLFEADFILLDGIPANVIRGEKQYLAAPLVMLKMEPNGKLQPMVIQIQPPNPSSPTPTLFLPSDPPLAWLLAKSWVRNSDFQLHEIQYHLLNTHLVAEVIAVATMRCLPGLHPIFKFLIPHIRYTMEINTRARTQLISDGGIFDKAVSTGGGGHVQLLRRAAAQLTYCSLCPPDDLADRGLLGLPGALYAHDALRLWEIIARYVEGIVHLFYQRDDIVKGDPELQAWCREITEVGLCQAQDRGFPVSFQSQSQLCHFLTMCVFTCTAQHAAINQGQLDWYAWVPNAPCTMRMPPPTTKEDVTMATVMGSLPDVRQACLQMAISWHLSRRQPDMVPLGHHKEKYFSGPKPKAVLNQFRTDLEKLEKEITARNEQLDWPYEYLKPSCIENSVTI
#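 Purified human 12hLO (150 nM final) in 25 mM Hepes, 0.01% Triton X-100, pH 7.0 was preincubated 15 min at room temperature with compound. Then 40 uM arachidonic acid was added, 30 min. Hydroperoxide was read by Fe-XO absorbance ratio 573/405 nm.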
# rTrxR1 inhibitor = rat TrxR1 inhibition; O89049; recombinant rTrxR1, NADPH fluorescence consumption, selenite substrate; Potency, µM (titrated, usually from 114 µM), for the others: at the highest dose activity change, negative = inhibition, most hits filed as inhibitors; actives 1% (n = 390,000); also: % is scaled to controls: 0 for no effect and ±100 for the full control effect; nearly all actives have a fitted effect of over 65% in size
#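 Rat TrxR1 (90 nM in the dispensed reagent) was pre-reduced with 400 uM NADPH for 5 min at room temperature, then incubated with compound for 15 min. After 400 uM selenite was added, NADPH fluorescence (Ex 340/Em 450 nm) was followed for 8 min.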
# GLS inhibitor = blocks human kidney-isoform glutaminase activity | AID 624170 | Potency, µM (series often up to 45.5 µM), for the others: at the highest dose activity change, negative = inhibition, most hits filed as inhibitors | GLS enzymatic activity, qHTS titration | actives 0.21% (n = 410,000); also: % is scaled to controls: 0 for no effect and ±100 for the full control effect
#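 Glutamate formation by hKGA was monitored fluorometrically using coupled glutamate oxidase, HRP and Amplex Red. Substrate was added as 1 mM L-glutamine solution; incubation was 30 min at RT after an initial read.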
# RGS4 inh = human RGS4 inhibition; actives 0.039% (n = 390,000); P49798; Transcreener GDP fluorescence polarization, RGS4-accelerated GTP hydrolysis; Potency, µM (titrated, usually from 114 µM), inactives show at the highest dose activity change, negative = inhibition, hits mostly inhibitors; AID 504845; also: % is scaled to controls: 0 for no effect and ±100 for the full control effect; nearly all actives have a fitted effect of over 75% in size; some results filed as inactive show a strong effect at the top dose
#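 MLSMR compounds (23 nl, pin-transferred) preincubated 10 min at room temperature with a 500nM (2x) first reagent, then RGS4 at 900nM (2x) plus Transcreener GDP mix added; fluorescence polarization (620/688 nm) read before and after 90 min at 30 °C.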
# ERG-DNA inh = ERG Ets/DNA interaction inhibition. fluorescence polarization, His-ERG Ets domain / labelled DNA. actives 0.028% (n = 370,000). AID 624246. Potency, µM (highest dose often 76.9 µM), inactives show at the highest dose FP activity, negative = inhibition, hits mostly inhibitors. P11308; active = well fitted inhibition curve with a large enough effect in the polarisation, with a control signal flat; inconclusive = small, poorly fitted or top-dose-only effect, or effect the other way, or a change in a side signal; inactive = no such curve, though single readings can be large or run the other way; the % refers to the polarisation;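 also: polarization taken with two DNA probes labelled with fluorescein and Texas red; % of control where 0% means no effect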
#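 His-tagged ERG Ets domain (1 uM in the protein solution; 300mM KCl, 50mM Tris-HCl, 1mM EDTA, 1mM DTT, pH 7.5) received compound, then a probe mix of 5 nM fluorescein-DNA and 100nM Texas-615-DNA. Fluorescence polarization was read for both dyes.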
# HP1b binding inh = inhibitors of HP1-beta chromodomain binding to methylated histone tails | P83916 | AlphaScreen HP1-beta / biotin-H3K9me3 peptide binding | Potency, µM (doses to about 114 µM), inactives show top-dose activity change, negative = inhibition, hits mostly inhibitors | actives 0.56% (n = 390,000) | AID 540317; also: nearly all actives have a fitted effect of over 70% in size; inactives centre near 23
#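 Compound inhibition of the preformed complex between 50 nM HP1-beta and 50 nM biotinylated H3K9me3 peptide was read by AlphaScreen. Buffer was PBS pH 7.4 with 0.01% Tween-20. Incubations ran 30 min at room temperature, with 10 ug/mL donor/acceptor beads.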
# Tb PGK inh = inhibitors of T. brucei phosphoglycerate kinase | P07378 | PGK/GAPDH coupled, Kinase-Glo luminescence, 60 min | Potency, µM (doses to about 57.5 µM), without a hit: at the top dose activity change, negative = inhibition, hits mostly inhibitors | actives 0.043% (n = 380,000) | AID 602233; also: % is scaled to controls: 0 for no effect and ±100 for the full control effect; nearly all actives have a fitted effect of over 60% in size
#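 Recombinant glycosomal PGK reaction used 1,3-bisphosphoglycerate generated in-well by GAPDH (100nM final) in 100mM TEA pH 7.6, 5mM MgCl2, 0.01% Tween-20. After 60 minutes at room temperature, ATP was read by Kinase-Glo Plus luminescence end-point.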
# Pin1 inh = human Pin1 inhibition. Pin1 FP peptide displacement, HiFluor488, 10 min. Potency, µM (titrated, usually from 115 µM), for inactives: at the top dose activity, negative = inhibition, most hits filed as inhibitors. actives 0.009% (n = 390,000). AID 504891; active = well fitted inhibition curve with a large enough effect in the polarisation, with a control signal flat, not every such curve was filed as active; inconclusive = small, poorly fitted or top-dose-only effect, or effect the other way, or a change in a side signal; inactive = no such curve, though single readings can be large or run the other way; the % refers to the polarisation; also: % is scaled to controls: 0 for no effect and ±100 for the full control effect
# Target sequence (Q13526 whole entry, looked up): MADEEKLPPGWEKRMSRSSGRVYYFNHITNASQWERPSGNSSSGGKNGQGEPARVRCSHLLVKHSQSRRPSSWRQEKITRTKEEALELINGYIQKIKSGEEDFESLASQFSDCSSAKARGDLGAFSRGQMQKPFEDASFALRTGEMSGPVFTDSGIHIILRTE
# Active calls of the source: *; i = inactive; ? = inconclusive; · = not tested or not shown; & = joins results of further samples; ! = not confirmed by another sample; [ ] = remark or other dose. Unless noted, calls follow the shape of the dose curve; as a rule, active = well fitted curve in the direction sought with a large enough effect; inconclusive = small, poorly fitted or top-dose-only effect, or another doubt; inactive = no such curve, though single readings can be large; an effect the other way counts as inactive or inconclusive. Potency is read from the fitted curve at half-maximal effect. Not all compounds are listed. The share of hits here may be higher or lower than overall.
canonical_smiles	JMJD2A Tudor	12-LOX inh	rTrxR1 inhibitor	GLS inhibitor	RGS4 inh	ERG-DNA inh	HP1b binding inh	Tb PGK inh	Pin1 inh
CC(C)N1C(=S)SC(C)(C)C1n1oc(=O)n(-c2ccc(Cl)c(Cl)c2)c1=O (stereo not given)	-24%	?	-2%	?	3%	-4%	8%	-4%	2%
CCC(=NCc1cccnc1)c1c(O)n(-c2ccc(C)cc2)c(=O)[nH]c1=O	-17%	37%[activator]	15%	2%	8%	8%	-7%	-2%	4%
COc1ccc(N2C(=O)/C(=C/c3cc(C)n(-c4ccc(C)cn4)c3C)C(=O)NC2=S)c(OC)c1	40µM*	35µM*	?	?	-29%	19%	-12%	·	?
C=C1[C@@H](OC(C)=O)[C@]23C[C@@H]1[C@@H](OC(C)=O)CC2[C@]12C4C[C@H]3[C@H]1N(CC)C[C@]4(C)CC[C@@H]2O (stereo not given in full)	-11%	105%[activator]	5%	7%	13%	-6%	22%	2%	-8%
S=C(S)N1CCCC1	-13%	?	0%[57.1 µM]	2%	5.3µM*!	-3%	11%	-4%	-8%
COc1ccc(C(=O)C2CCCN(Cc3ccccn3)C2)c(OC)c1 (stereo not given)	-19%	1%	4%	-4%	-24%	0%	35%	·	-4%
C=CCN1C(=O)NC(=O)/C(=C/c2cccn2C)C1=O	-17%	?	-32%	5%	-36%	6%	17%	i	-2%
O=P(O)(CCc1ccccn1)CN1CCCCC1	-4%	-23%	26%	30%[activator]	2%	·	16%	i[11.5 µM]	-7%
Cn1c(O)c(/C=C/C=Nc2ccccc2)c(=O)n(C)c1=S	-14%	-6%	-17%	-3%	-51%	·	24%	-9%	?
CC1(C)c2[nH]c3ccccc3c2C[C@@H]2C(=O)N(Cc3ccccc3F)C(=O)N21	?	-4%	6%	15%	9%	·	2%	-1%	-3%
O=P(C(c1c[nH]c2ccccc12)N1CCOCC1)(N1CCOCC1)N1CCOCC1 (stereo not given)	-12%	0%[57.4 µM]	-28%	3%	-25%	5%	51%[activator]	-4%	-8%
O=C1Nc2ccccc2Sc2ccccc21	-9%	?	4%	3%	-2%	2%	37%	-1%	-2%

# Three compounds out of the list, ordered by count of non-hydrogen atoms, ascending.
canonical_smiles	JMJD2A Tudor	12-LOX inh	rTrxR1 inhibitor	GLS inhibitor	RGS4 inh	ERG-DNA inh	HP1b binding inh	Tb PGK inh	Pin1 inh
O=P(O)(CCc1ccccn1)CN1CCCCC1	-4%	-23%	26%	30%[activator]	2%	·	16%	i[11.5 µM]	-7%
CCC(=NCc1cccnc1)c1c(O)n(-c2ccc(C)cc2)c(=O)[nH]c1=O	-17%	37%[activator]	15%	2%	8%	8%	-7%	-2%	4%
CC1(C)c2[nH]c3ccccc3c2C[C@@H]2C(=O)N(Cc3ccccc3F)C(=O)N21	?	-4%	6%	15%	9%	·	2%	-1%	-3%

# Next structures.
canonical_smiles	JMJD2A Tudor	12-LOX inh	rTrxR1 inhibitor	GLS inhibitor	RGS4 inh	ERG-DNA inh	HP1b binding inh	Tb PGK inh	Pin1 inh
CCCN1CCO[C@@H]2c3cc(O)ccc3OC[C@H]21	-9%	-17%&-26%&-15%	19%[57.1 µM]	32%[activator]	?	?	76%[activator]	i	-1%
COc1ccccc1-n1c(-c2ccccc2Cl)nc2ccccc2c1=O	4%	0%	1%	-8%	-15%	-10%	24%	-4%	6%
O=C1C2CCCC1C(N1CCCC1)CC2 (stereo not given)	-11%	-11%	34%	11%	11%	10%	28%	-2%	1%
CCCCSc1nc2c(cnn2-c2ccccc2)c(=O)n1N	8%	7%	17%	-1%	14%	3%	54%[activator]	i	1%
CN(C)C(Cc1ccccc1)C(=O)c1ccccc1 (stereo not given)	-25%	-9%	-1%	2%	7%	1%	2%	3%	0%
COC(=O)C1=C(c2cccc(NC(C)=O)c2)C[C@@H]2CC[C@H]1N2C	-8%	3%	16%[57.1 µM]	-9%	-1%	-14%	43%[activator]	-4%	-8%
CC(C)N(Cc1ccco1)/N=C/c1c(O)n(Cc2ccccc2)c(=O)[nH]c1=O	-7%	?	17%[57.1 µM]	-18%	24%	5%	13%	-9%	0%
Cc1cc(C)cc(NC(=S)NC2CC3CCCC(C2)N3Cc2cccs2)c1 (stereo not given)	?	?	-2%	?	19%	·	-10%	-1%	17%
Cc1ccc(/C=C2\C(=O)NC(=O)N(CCc3ccc(F)cc3)C2=O)s1	-2%	?	-14%[57.1 µM]	-6%	?	3%	31%	4%	13%
CCOC(=O)Cn1cc(C(=O)c2ccccc2)c2ccccc21	22%	8%	9%	-1%	-38%	1%	51%[activator]	i	-2%
O=C(Cc1ccccc1)Oc1coc(CSc2ncccn2)cc1=O	14µM*	-29%	0%	22%	22%	-3%	18%	1%	0%
O=c1[nH]c(=S)[nH]c(O)c1/C=N/N1CCOCC1	6%	?	-6%	25%	5%	-7%	53%[activator]	-10%	-2%
O=[N+]([O-])c1ccc(N2CCNCC2)cc1NCc1ccco1	-11%	-14%	-19%	1%	-29%	1%	9%	-13%	-1%
CCOC(=O)C1(CCOc2ccccc2)CCN(Cc2ccccc2OC)CC1	-11%	-2%	17%	-1%	32%	6%	26%	-3%	8%

# 6 compounds from above, showing only GLS inhibitor and Pin1 inh.
structure | GLS inhibitor | Pin1 inh
COc1ccccc1-n1c(-c2ccccc2Cl)nc2ccccc2c1=O | -8% | 6%
O=C1C2CCCC1C(N1CCCC1)CC2 (stereo not given) | 11% | 1%
CCCCSc1nc2c(cnn2-c2ccccc2)c(=O)n1N | -1% | 1%
CN(C)C(Cc1ccccc1)C(=O)c1ccccc1 (stereo not given) | 2% | 0%
COC(=O)C1=C(c2cccc(NC(C)=O)c2)C[C@@H]2CC[C@H]1N2C | -9% | -8%
CC(C)N(Cc1ccco1)/N=C/c1c(O)n(Cc2ccccc2)c(=O)[nH]c1=O | -18% | 0%

# Compound activity from PubChem.
